LYPLA2 inh: LYPLA2 (human) inhibition in PME1 counter-screen; recombinant LYPLA2, FP-Rh probe fluorescence polarization; inhibition, % at 5.9 µM; 320,000 tested, 0.38% active; AID 2177;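 active means inhibition above the screen-wide mean plus 3 SD, limit set per campaign, cut at about 26% in these data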;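 further: 0% = LYPLA2 with DMSO and 100% = wells lacking LYPLA2 enzyme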
ZTA counter: ZTA (EBV) inhibition in EBNA-1 counter-screen. P03206. ZTA-DNA binding, fluorescence polarization. inhibition, % at 11 µM. 320,000 tested, 0.15% active. AID 2234; in the data active means inhibition above about 33%
PAD4 inh: PAD4 (human) enzyme inhibition | Q9UM07 | recombinant PAD4, RCA probe fluorescence polarization | inhibition, % at 6.36 µM | 330,000 tested, 0.41% active;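 active means percent inhibition above a cutoff equal to the mean of all tested compounds plus 3 SD, cut at about 15% in these data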;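 further: 0% = PAD4 with RCA probe and DMSO and 100% = probe without PAD4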
Target sequence (Q9UM07 whole entry, looked up): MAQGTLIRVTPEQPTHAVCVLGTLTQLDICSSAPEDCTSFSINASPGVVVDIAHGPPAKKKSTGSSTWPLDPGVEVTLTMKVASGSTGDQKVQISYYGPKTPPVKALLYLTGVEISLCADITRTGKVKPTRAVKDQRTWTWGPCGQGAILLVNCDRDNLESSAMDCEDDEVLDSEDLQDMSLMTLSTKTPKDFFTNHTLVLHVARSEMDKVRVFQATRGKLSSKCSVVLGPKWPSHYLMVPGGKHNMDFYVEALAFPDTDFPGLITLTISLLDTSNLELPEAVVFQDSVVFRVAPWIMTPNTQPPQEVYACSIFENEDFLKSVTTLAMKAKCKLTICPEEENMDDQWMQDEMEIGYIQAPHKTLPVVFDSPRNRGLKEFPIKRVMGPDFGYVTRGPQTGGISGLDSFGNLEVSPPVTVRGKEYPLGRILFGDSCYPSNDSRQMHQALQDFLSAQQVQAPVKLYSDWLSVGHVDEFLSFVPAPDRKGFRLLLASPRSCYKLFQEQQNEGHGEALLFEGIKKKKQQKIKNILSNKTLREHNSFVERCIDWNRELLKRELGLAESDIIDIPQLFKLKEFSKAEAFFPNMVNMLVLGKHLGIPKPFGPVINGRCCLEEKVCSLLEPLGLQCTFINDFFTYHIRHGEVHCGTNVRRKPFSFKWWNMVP
PAFAH1B3 inh: inhibitors of human PAFAH1B3; recombinant PAFAH1B3, FP-rhodamine probe, fluorescence polarization; inhibition, % at 3.39 µM; 340,000 tested, 0.28% active;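 active means inhibition above the screen-wide average of all tested compounds plus 3 SD, cut at about 25% in these data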;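 further: 0% = enzyme with DMSO only and 100% = wells lacking PAFAH1B3 protein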
EBNA-1 inh: blocks EBNA-1 binding to DNA; EBNA-1 DNA binding, fluorescence polarization; inhibition, % at 14.8 µM; AID 1950; 300,000 tested, 0.34% active; in the data active means inhibition above about 28%
PREPL inh: inhibits the human prolyl oligopeptidase-like enzyme. inhibition, % at 5.96 µM. 320,000 tested, 0.68% active. recombinant PREPL, fluorescence polarization activity-based probe. Q4J6C6. AID 2751; in the data active means inhibition above about 43%;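 further: 0% = enzyme with DMSO and 100% = wells lacking enzyme; many of its hits are not listed in these tables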
PAFAH2 FP inh: PAFAH2 (human) inhibition | Q99487 | recombinant PAFAH2, FP-rhodamine activity probe, fluorescence polarization | inhibition, % at 3.39 µM | 340,000 tested, 0.99% active;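 active means inhibition above the mean over all tested compounds plus 3 SD, cut at about 30% in these data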;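 further: inhibitors block probe labeling of enzyme so polarization drops; 0% = enzyme with DMSO and 100% = wells lacking PAFAH2 protein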
GSTO1 inh: blocks human GSTO1 in RBBP9 counter-screen | P78417 | recombinant GSTO1, activity-based probe fluorescence polarization | inhibition, % at 5.96 µM | 300,000 tested, 1.1% active | AID 1974;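 active means inhibition above the campaign mean inhibition plus 3 SD, cut at about 35% in these data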;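 further: 0% = GSTO1-1 with DMSO and 100% = wells lacking GSTO1-1 enzyme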
Target sequence (P78417 whole entry, looked up): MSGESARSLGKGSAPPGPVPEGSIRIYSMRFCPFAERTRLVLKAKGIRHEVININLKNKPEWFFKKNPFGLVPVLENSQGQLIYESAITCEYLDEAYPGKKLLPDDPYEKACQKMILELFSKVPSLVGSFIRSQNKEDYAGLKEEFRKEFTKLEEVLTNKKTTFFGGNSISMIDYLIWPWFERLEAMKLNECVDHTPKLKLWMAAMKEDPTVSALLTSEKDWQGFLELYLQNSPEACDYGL
LYPLA1 inh: LYPLA1 (human) inhibition in PME1 counter-screen. recombinant LYPLA1, FP-Rh probe fluorescence polarization. inhibition, % at 5.9 µM. 320,000 tested, 0.16% active. AID 2174;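 active means inhibition above the mean of all tested compounds plus 3 SD, set per campaign, cut at about 14% in these data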;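 further: inhibitors block serine hydrolase probe labeling of LYPLA1 so polarization falls; 0% = enzyme with DMSO and 100% = wells lacking LYPLA1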
The depositor's hits bear a star; x = not tested or not shown. This is a subset; count on the stated rates, not on these rows.

SMILES	LYPLA2 inh	ZTA counter	PAD4 inh	PAFAH1B3 inh	EBNA-1 inh	PREPL inh	PAFAH2 FP inh	GSTO1 inh	LYPLA1 inh
O=C(NCCCn1ccnc1)/C(=C\c1ccc(Br)cc1)NC(=O)c1ccccc1F	-6.8	-25.7	0.4	-3.7	2.2	2.5	1.9	3.7	-3.0
COc1cc(NC(=S)NCCCN(C)C)c(OC)cc1NC(=O)c1ccco1	5.6	-6.8	-0.2	3.9	-0.9	1.2	16.3	3.9	-3.0
Cc1ccc(NC(=O)Cn2cccc2C2=NC(c3ccccc3)CO2)c(C)c1 (stereo unspecified)	-10.5	2.7	1.8	-5.3	4.1	0.4	-1.3	3.0	-6.7
O=C(N/N=C/c1cc([N+](=O)[O-])ccc1Cl)c1ccc2nc[nH]c2c1	-8.2	8.0	2.4	2.8	2.9	3.2	-4.5	0.7	-0.6
N=c1c2ccccc2nnn1-c1ccc(C(F)(F)F)cc1	-4.1	19.1	-7.1	1.4	-1.3	8.2	-1.0	-15.8	-8.1
CC(C)(C)c1ccc(C(=O)Nc2ccc(F)cc2)s1	-0.3	11.9	4.0	2.2	1.4	2.2	3.5	-3.9	-2.8
CC(OC(=O)C1CCC(=O)N1)C(=O)Nc1cc(Cl)cc(Cl)c1 (stereo unspecified)	-2.5	5.8	0.3	18.4	16.2	-0.5	-7.4	3.3	-2.8
CCn1c(=O)c2cc(C(=O)Nc3cccc(C(C)=O)c3)sc2c2ccccc21	-6.4	7.2	-3.1	-2.4	-2.5	-10.1	6.4	-2.0	1.2
COc1ccccc1CCC(=O)Nc1ccc2c(c1)CN(CCCn1cccn1)CC2	-1.4	1.0	-4.1	-0.7	0.6	0.9	1.8	-2.2	-2.7
Cc1ccc(/C=C/C(=O)Nc2cccc3ncccc23)o1	0.6	-4.0	-1.2	11.3	-1.9	5.3	-0.9	-1.5	2.0
CC(NS(=O)(=O)c1ccccc1)C(=O)Nc1ccc2c(c1)OCCO2 (stereo unspecified)	1.3	1.4	-0.4	4.1	0.6	8.1	-0.4	0.3	6.5
COc1cccc(NC(=O)c2sc(Cl)nc2C)c1	-0.3	-13.1	0.8	6.9	-21.8	-0.3	-1.2	11.0	-0.9
CCC(C)(C)n1nnnc1C(c1ccc2ncccc2c1)N1CCCCCC1 (stereo unspecified)	-0.8	-4.2	2.8	2.0	-4.2	3.8	0.2	4.0	-0.6
O=[N+]([O-])c1cccc(-c2ccc(/C=N/NC(=S)Nc3ccccc3)o2)c1	-11.4	3.2	-2.3	4.5	-12.7	21.4	4.2	-22.7	-2.7
CC(C)Nc1nnc(SC(C)C(=O)Nc2ccc(N3CCOCC3)cc2)s1 (stereo unspecified)	4.4	1.1	5.3	9.3	x	6.3	-7.0	x	2.9
CC1CCc2c(sc3nc(CSc4ncn[nH]4)[nH]c(=O)c23)C1 (stereo unspecified)	-2.9	-5.9	0.8	7.1	4.8	-1.2	3.5	-6.9	0.1
Cc1ccc(-c2nnc3ccc(SC(C)C(=O)O)nn23)cc1 (stereo unspecified)	11.8	10.2	-6.4	8.4	0.1	6.1	2.1	0.9	1.4
Cc1cc(NC(=O)CSc2nc3c(C)cccc3cc2C#N)no1	-10.1	1.4	-3.4	5.1	2.7	5.3	5.2	-7.6	-5.5
CCCSc1nc(N)cc(=O)[nH]1	-2.5	-0.1	1.8	-5.0	3.3	-1.1	-0.7	0.7	-3.3
CCOc1ccc2nc(N(CCCN(C)C)C(=O)c3ccc(S(=O)(=O)N4CCCC4)cc3)sc2c1	0.6	-18.2	-0.2	-16.5	-2.3	-5.2	6.1	0.1	1.1
CCOC(=O)c1c(C)[nH]c(C(=O)COC(=O)CNC(=O)c2ccc(Br)cc2)c1C	-7.2	-3.0	2.3	6.5	-9.7	-12.5	2.2	2.3	-4.1
Cc1ccc(Oc2cnn(-c3ccccc3)c(=O)c2Br)cc1	5.5	7.8	-2.6	4.6	-1.8	23.6	-0.9	5.1	2.0
CC(NC(=O)C(C)N1C(=O)C2C3CC(C(Br)C3Br)C2C1=O)c1ccccc1 (stereo unspecified)	-5.2	3.1	1.9	5.1	-4.6	-0.2	1.5	3.6	-9.0
Cc1nn(-c2ccccc2)c2[nH]c(=O)c(CNc3ccc(N4CCOCC4)cc3)cc12	3.9	-11.2	20.4*	9.1	-5.1	23.4	4.9	38.7*	3.4
CNC(=O)CSc1nnc(SCCC(=O)O)s1	9.0	13.0	1.1	11.5	13.0	3.1	6.2	0.7	-1.2
CCOC(=O)c1nc2ccccc2s1	1.4	-2.7	-0.2	-4.1	2.2	2.8	-15.3	5.6	2.3
O=C(Cn1cnc2c(cnn2-c2ccc(F)cc2)c1=O)NCc1ccco1	-3.0	-1.8	-0.6	3.8	-3.4	6.0	3.4	1.9	-1.2
O=C1C(Cc2ccccc2)Nc2ncnc(N3CCc4ccccc4C3)c2N1Cc1ccc(Br)cc1 (stereo unspecified)	-1.3	-10.2	-3.1	x	2.0	-16.1	x	3.0	-3.8
CC1CN(S(=O)(=O)c2ccc(C(=O)Nc3nnc(-c4ccccn4)o3)cc2)CC(C)O1 (stereo unspecified)	2.8	26.1	2.6	-1.3	7.9	4.5	-1.4	-0.3	2.9
CC(C)(C)c1ccc(C(=O)NC2CCS(=O)(=O)C2)cc1 (stereo unspecified)	-0.1	-2.0	0.9	16.2	-13.4	-3.5	-10.7	-0.1	-1.4

Ordered by value in PAD4 inh (high to low): three of the compounds above.
SMILES | PAD4 inh | PAFAH1B3 inh | EBNA-1 inh | PREPL inh | PAFAH2 FP inh
COc1cccc(NC(=O)c2sc(Cl)nc2C)c1 | 0.8 | 6.9 | -21.8 | -0.3 | -1.2
O=C(NCCCn1ccnc1)/C(=C\c1ccc(Br)cc1)NC(=O)c1ccccc1F | 0.4 | -3.7 | 2.2 | 2.5 | 1.9
O=C(Cn1cnc2c(cnn2-c2ccc(F)cc2)c1=O)NCc1ccco1 | -0.6 | 3.8 | -3.4 | 6.0 | 3.4

Of the compounds above, 3 contain an aryl methoxy group.
SMILES	LYPLA2 inh	ZTA counter	PAD4 inh	PAFAH1B3 inh	EBNA-1 inh	PREPL inh	PAFAH2 FP inh	GSTO1 inh	LYPLA1 inh
COc1cc(NC(=S)NCCCN(C)C)c(OC)cc1NC(=O)c1ccco1	5.6	-6.8	-0.2	3.9	-0.9	1.2	16.3	3.9	-3.0
COc1ccccc1CCC(=O)Nc1ccc2c(c1)CN(CCCn1cccn1)CC2	-1.4	1.0	-4.1	-0.7	0.6	0.9	1.8	-2.2	-2.7
COc1cccc(NC(=O)c2sc(Cl)nc2C)c1	-0.3	-13.1	0.8	6.9	-21.8	-0.3	-1.2	11.0	-0.9

Additional entries.
SMILES	LYPLA2 inh	ZTA counter	PAD4 inh	PAFAH1B3 inh	EBNA-1 inh	PREPL inh	PAFAH2 FP inh	GSTO1 inh	LYPLA1 inh
O=C(CNC(c1ccccc1)c1ccccc1)NCc1ccccc1Cl	7.1	-1.6	1.2	1.9	3.2	3.3	-8.7	-1.9	2.3
O=C(Nc1ccc(O)c2c(=O)cc(-c3ccccc3Cl)oc12)c1ccccc1Cl	-4.4	-17.6	-4.3	4.5	0.9	-2.1	-0.2	1.2	-1.3
CC(C)Nc1nc(NC(C)(C)C)nc(Oc2ccc(=O)n(-c3ccccc3)n2)n1	-5.5	10.9	2.5	8.9	2.3	7.1	5.0	-8.5	-0.1
CCOc1cc(N2CCOCC2)c(OCC)cc1NC(=O)c1ccc(NC(C)=O)cc1	-3.2	18.6	-0.7	0.2	-10.6	11.7	-1.3	6.7	-0.4
Cc1nn(C)c(C)c1S(=O)(=O)N1CCC(CO)(Cc2ccc(Cl)cc2)CC1	-5.6	-7.0	-4.5	5.9	-14.0	19.4	-0.3	6.3	-3.1
CCC(=O)NC(=S)Nc1ccc(S(=O)(=O)NC(C)C)cc1	6.0	-18.3	-1.8	0.8	5.1	6.2	-4.0	3.9	-1.6
COc1ccc(C2NC(=O)NC(C)=C2C(=O)OCc2ccccc2)cc1 (stereo unspecified)	-0.2	5.6	-0.9	6.9	11.0	-9.2	-0.2	-9.8	-0.8
CCN(CC)CCNC(=O)CSc1c2c(nc3cc(Cl)ccc13)CCCC2	-4.3	-7.5	9.5	-7.4	-12.7	12.8	4.7	-58.5	0.6
Clc1ccc(OCCCn2ccnc2)c(Br)c1	1.4	1.8	1.6	-0.4	-2.6	-16.9	0.3	3.8	0.9
CCCOc1ccc(C(=O)NCC(c2ccco2)N(C)C)cc1 (stereo unspecified)	2.6	-13.2	-3.8	1.5	3.4	5.7	-7.3	3.9	2.1
CC(=O)c1cccc(NC(=O)Nc2csc3c2CCCC3)c1	-12.4	6.3	-1.3	11.3	-6.9	36.3	-2.0	-6.9	-11.1
Cc1cc(C)c(N=Cc2c(O)n(-c3nccs3)c(=O)c3ccccc23)c(C)c1	-11.3	9.8	-0.9	4.3	0.4	20.6	-2.6	-4.3	-1.1
Cc1ccc(NC(=S)N2CCC(N(C)CC3CCCO3)CC2)cc1 (stereo unspecified)	5.0	8.0	-2.8	3.1	-6.7	-7.4	2.8	-6.1	0.9
O=C(NCCOc1ccccc1F)C1CC(=O)N(c2ccc3c(c2)OCCO3)C1 (stereo unspecified)	4.1	2.5	7.9	14.9	x	20.2	2.8	x	3.2
COc1cc(O)c(C(CC(=O)N2CCCC2)c2ccc(N(C)C)cc2)c(OC)c1 (stereo unspecified)	-2.7	5.4	-3.9	3.8	9.9	-1.7	-1.6	0.1	-0.3
COCCN1Cc2cccc(C(=O)NCCc3ccccc3)c2C1=O	10.5	7.5	-2.1	6.2	9.2	3.1	5.4	4.0	3.4
CCOC(=O)C(C)Sc1nc2c(c(=O)[nH]c(=O)n2C)n1CCc1ccccc1 (stereo unspecified)	4.4	-5.7	2.3	2.5	-7.2	2.3	-5.1	2.5	-1.7
CC(=O)N1CCOc2ccc(S(=O)(=O)N3CCC(C(=O)NCc4ccc(F)cc4)CC3)cc21	7.9	2.9	3.8	1.5	9.1	-7.1	-3.4	-0.9	1.0

In the list so far, six contain bromine:
SMILES	LYPLA2 inh	ZTA counter	PAD4 inh	PAFAH1B3 inh	EBNA-1 inh	PREPL inh	PAFAH2 FP inh	GSTO1 inh	LYPLA1 inh
O=C(NCCCn1ccnc1)/C(=C\c1ccc(Br)cc1)NC(=O)c1ccccc1F	-6.8	-25.7	0.4	-3.7	2.2	2.5	1.9	3.7	-3.0
CCOC(=O)c1c(C)[nH]c(C(=O)COC(=O)CNC(=O)c2ccc(Br)cc2)c1C	-7.2	-3.0	2.3	6.5	-9.7	-12.5	2.2	2.3	-4.1
Cc1ccc(Oc2cnn(-c3ccccc3)c(=O)c2Br)cc1	5.5	7.8	-2.6	4.6	-1.8	23.6	-0.9	5.1	2.0
CC(NC(=O)C(C)N1C(=O)C2C3CC(C(Br)C3Br)C2C1=O)c1ccccc1 (stereo unspecified)	-5.2	3.1	1.9	5.1	-4.6	-0.2	1.5	3.6	-9.0
O=C1C(Cc2ccccc2)Nc2ncnc(N3CCc4ccccc4C3)c2N1Cc1ccc(Br)cc1 (stereo unspecified)	-1.3	-10.2	-3.1	x	2.0	-16.1	x	3.0	-3.8
Clc1ccc(OCCCn2ccnc2)c(Br)c1	1.4	1.8	1.6	-0.4	-2.6	-16.9	0.3	3.8	0.9

From PubChem BioAssay
